Bioassay records (PubChem)
NPR1 activator: GC-A (human) enzyme activation; P16066; HEK293 GC-A cells, cGMP TR-FRET, EC30 ANP; 0% at EC30 ANP, 100% saturating ANP; activation, % at 10 µM; hit rate 0.14% among 370,000; AID 1671463; in the data active = activation above about 40%
ADAM10 inh: inhibits human ADAM10. AID 720582. hit rate 0.62% among 370,000. O14672. recombinant ADAM10, EDANS/DABCYL FRET peptide cleavage, 3 h. inhibition, % at 7 µM;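 active = inhibition above a per-campaign cutoff equal to the mean of compounds falling between control-based bounds plus 3 SD, cut at about 20% in these data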;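 also: 0% = DMSO wells while the 100% control is not disclosed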
hgDAF12 agonist: activates the H. glycines DAF-12 receptor ligand-binding domain. activation, % at 6.8 µM. hit rate 1.8% among 370,000. HEK293 GAL4-hgDAF12 UAS-luciferase reporter, agonist luminescence; normalized to butyrate control;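 active = activation above a cutoff set at the mean of all screened compounds plus 3 SD, cut at about 10% in these data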;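 also: 0% = DMSO wells and 100% = sodium butyrate wells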
ssDAF12 agonist: activates DAF-12 receptor from parasite S. stercoralis | HEK293 ssDAF-12/GRIP1 lit1-tk-luc reporter, luminescence; % of 3 µM dafachronic acid response | activation, % at 6.8 µM | hit rate 1% among 370,000 | AID 652126;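 active = activation above the mean over all tested compounds plus 3 SD, cut at about 0.9% in these data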;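 also: 0% = DMSO-only wells and 100% = 3 µM delta7-dafachronic acid wells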
SMARCA2 act: activators of SMARCA2 function. hit rate 1% among 370,000. activation, % at 9.1 µM. AID 652017. MG213 cells, MMTV-luciferase reporter, dexamethasone, overnight; in the data active = activation above about 7.8%;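 also: 0% = vehicle wells and 100% = reference activator wells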
DAX1 inh-1: inhibitors of human orphan nuclear receptor DAX1 (NR0B1). inhibition, % at 6.75 µM. AID 504766. HEK293 Gal4-DAX1 luciferase reporter, luminescence. hit rate 0.99% among 340,000;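 active = inhibition above the mean over all tested compounds plus 3 SD, cut at about 4.2% in these data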;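 also: 0% = DAX1-transfected cells with DMSO and 100% = empty-vector control cells with DMSO; inhibition shows as a rise in luminescence from relieved DAX1 repression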
FXN GAA850 act: increases GAA850 frataxin promoter reporter activity; HEK293 lucGAA850 FXN promoter luciferase reporter, 24 h; percent of 10 µM SAHA response; AID 540364; activation, % at 6 µM; hit rate 0.56% among 360,000;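 active = activation above the average of all compounds screened plus 3 SD, cutoff fixed separately per campaign, cut at about 7.5% in these data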;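 also: 0% = DMSO wells and 100% = 10 µM SAHA wells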
sPLA2-III inh: Blocks human group III sPLA2 activity; QFRET BODIPY PC-A2 liposome hydrolysis, fluorescence; hit rate 0.56% among 370,000; inhibition, % at 12.2 µM; Q9NZ20;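 active = inhibition above mean plus 3 SD of compounds lying within the high and low control bounds, cut at about 19% in these data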;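 also: 0% = median of test compound wells and 100% = no enzyme DMSO wells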
hcDAF-12 act: H. contortus DAF-12 activation, primary screen; HEK293 hcDAF-12 lit1-tk-luc reporter, luminescence; 0% DMSO, 100% Δ7-dafachronic acid; activation, % at 6.8 µM; hit rate 1.4% among 370,000; AID 652067;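 active = activation above the mean of all tested compounds plus 3 SD, cut at about 5.5% in these data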;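 also: 100% = response to 3 µM Δ7-dafachronic acid high control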
GC-B act: GC-B (human) receptor activation; activation, % at 10 µM; hit rate 0.11% among 370,000; P20594; HEK293-GC-B cells, CNP EC30, cGMP TR-FRET; 0% at EC30 CNP, 100% saturating CNP;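 active = activation at 10 µM reaching about 35% in either raw or pattern-adjusted values, limit read from the data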
Target sequence (P20594 whole entry, looked up): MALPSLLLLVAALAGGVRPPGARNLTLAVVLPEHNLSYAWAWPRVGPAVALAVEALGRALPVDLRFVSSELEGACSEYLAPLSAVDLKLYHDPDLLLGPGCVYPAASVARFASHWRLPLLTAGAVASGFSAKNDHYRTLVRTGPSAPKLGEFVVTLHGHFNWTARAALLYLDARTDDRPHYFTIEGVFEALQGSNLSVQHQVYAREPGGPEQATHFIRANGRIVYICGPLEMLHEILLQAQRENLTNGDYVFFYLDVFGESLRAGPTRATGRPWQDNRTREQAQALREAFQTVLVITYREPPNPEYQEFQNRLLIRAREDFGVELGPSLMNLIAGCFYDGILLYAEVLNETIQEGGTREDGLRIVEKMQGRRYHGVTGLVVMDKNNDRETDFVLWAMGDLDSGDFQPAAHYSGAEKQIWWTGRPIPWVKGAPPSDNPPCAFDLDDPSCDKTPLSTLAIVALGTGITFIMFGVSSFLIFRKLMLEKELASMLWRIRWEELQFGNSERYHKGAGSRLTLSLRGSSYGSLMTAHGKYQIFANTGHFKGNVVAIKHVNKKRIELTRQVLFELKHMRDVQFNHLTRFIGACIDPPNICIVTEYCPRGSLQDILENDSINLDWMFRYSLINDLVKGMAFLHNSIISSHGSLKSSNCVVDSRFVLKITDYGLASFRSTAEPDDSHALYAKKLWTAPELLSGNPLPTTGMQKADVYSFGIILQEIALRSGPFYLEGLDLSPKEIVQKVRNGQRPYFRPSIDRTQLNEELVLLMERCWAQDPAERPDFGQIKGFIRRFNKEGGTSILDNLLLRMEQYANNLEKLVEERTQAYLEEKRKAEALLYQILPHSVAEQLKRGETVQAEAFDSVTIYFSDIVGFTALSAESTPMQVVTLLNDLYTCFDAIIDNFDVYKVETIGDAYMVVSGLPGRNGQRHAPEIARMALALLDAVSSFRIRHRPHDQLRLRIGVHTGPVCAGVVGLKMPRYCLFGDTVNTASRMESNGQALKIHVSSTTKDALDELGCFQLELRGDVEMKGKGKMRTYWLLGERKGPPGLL
DAX1 inh-2: blocks DAX1 repression of SF-1 activated StAR promoter | HEK293T StAR-luciferase reporter, SF-1/DAX-1 repression relief | inhibition, % at 6.8 µM | hit rate 1.1% among 370,000 | AID 652010;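 active = inhibition above the mean over all tested compounds plus 3 SD, cut at about 3.6% in these data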;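 also: 0% = DAX-1 cells with DMSO and 100% = cells lacking DAX-1 with DMSO; higher inhibition means more luminescence from relief of DAX-1 repression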
The depositor's hits bear a star; i = inactive; · = no result given.

SMILES | NPR1 activator | ADAM10 inh | hgDAF12 agonist | ssDAF12 agonist | SMARCA2 act | DAX1 inh-1 | FXN GAA850 act | sPLA2-III inh | hcDAF-12 act | GC-B act | DAX1 inh-2
CS(=O)(=O)Nc1cccc(NC(=O)c2cccc3c(-c4ccc(F)c(F)c4)coc23)c1 | 1 | 15 | -4.3 | -1.5 | 0 | · | 1.4 | -41 | -2.1 | 4 | -2.7
COc1ccccc1NC(=O)CSc1nnc(C)n1Cc1ccccc1 | 1 | 3 | 1.2 | -0.9 | -1 | 2.2 | 0.7 | 9 | -2.3 | -1 | 0.0
COc1ccc(NC(=O)CN(C)C(=O)c2ccc3c(c2)CC(c2ccccc2)OC3=O)cc1 (centres undefined) | -1 | -3 | -1.0 | -0.9 | -6 | 0.9 | -0.7 | 3 | -0.6 | -2 | -0.1
O=C(NNC(=S)NCc1ccc(Cl)cc1)c1ccc2c(c1)OCO2 | 2 | 7 | -2.9 | -1.5 | -3 | 0.2 | 0.2 | 14 | -0.9 | 1 | 0.5
Cc1cc(C)cc(C(=O)Nc2cccnc2Cl)c1 | 5 | 11 | -2.3 | -2.0 | 3 | 0.3 | 1.4 | -5 | -2.4 | 3 | 0.0
COCc1[nH]nc2c1C1(C(=O)Nc3ccc(F)cc31)C(C#N)=C(N)O2 (centres undefined) | 3 | -2 | 0.8 | -1.2 | 0 | 0.5 | -2.8 | 1 | 0.0 | 2 | 0.1
COc1ccc(N=C2C(=Nc3ccc(OC)cc3)N(c3ccccc3)C(=S)N2C(=O)c2ccc(Cl)cc2)cc1 | -2 | 6 | 15* | -0.3 | 5 | -0.5 | 0.7 | 4 | 4.5 | 1 | 4.5*
CCOC(=O)c1ccc(NS(=O)(=O)c2cccc3nsnc23)cc1 | -6 | 10 | -0.3 | -1.0 | -2 | -0.2 | 0.8 | -7 | -0.5 | -6 | -0.6
CN(CC(=O)NC(=O)NCc1ccccc1)CC(=O)Nc1ccc(Cl)c(Cl)c1 | -3 | 1 | -1.4 | -1.6 | -5 | -0.1 | -1.3 | -10 | -2.0 | -3 | 0.0
Cc1cccc(NC(=O)CNC(=O)COc2ccc(C(=O)c3ccc(F)cc3)cc2)c1C | 1 | -11 | -0.4 | -1.2 | -2 | 0.1 | -3.5 | 8 | -1.4 | -3 | 0.0
Cc1ccc(C(=O)NCc2ccc3c(c2)CCO3)cc1C | 4 | -10 | 3.9 | -1.9 | 2 | 2.0 | 0.1 | -1 | -1.5 | 2 | 0.6
CCOC(=O)c1c(C)n(C)c2ccc(OC)c(NC(=O)c3cccs3)c12 | 5 | -1 | -3.6 | -1.2 | -2 | -0.3 | 0.2 | -7 | -1.8 | 4 | -0.7
COC(=O)C1=C(C)N(Cc2cccc(C(F)(F)F)c2)C(=NCc2ccc3c(c2)OCO3)NC1c1ccccc1 (centres undefined) | -18 | -4 | 0.8 | -0.8 | -5 | · | · | -4 | -0.1 | -10 | -1.2
CCN1C(=O)[C@H]2[C@@H](c3ccc(C)cc3)N3C(=O)N(c4cccc(Br)c4)C(=O)[C@@]3(C)[C@H]2C1=O | -4 | -2 | -0.5 | -1.3 | 0 | 2.1 | 2.7 | 2 | -0.7 | 1 | 0.8
CCOC(=O)C1CCN(C(=O)CN2C(=O)C(C(C)C)Oc3ccccc32)CC1 (centres undefined) | 1 | 0 | 2.1 | -0.8 | -1 | -0.4 | 2.7 | -1 | -0.6 | 1 | -0.1
COc1ccc(C(=O)O/N=C(\N)Cc2cccs2)cc1OC | 1 | -9 | 3.2 | -0.9 | 2 | 0.1 | -3.2 | -2 | -2.2 | 1 | -2.5
COc1ccc(N2CCN(CCNC(=O)Nc3cc(Cl)ccc3OC)CC2)cc1 | 0 | -3 | 0.7 | -0.1 | -4 | -1.4 | 0.2 | 1 | 1.1 | -3 | 0.3
CCCCCCCNC(=O)CN1C(=O)CSc2ccc(S(=O)(=O)N3CCOCC3)cc21 | -4 | -2 | -2.1 | -1.1 | -3 | -0.2 | 1.4 | 2 | -1.4 | -3 | -0.2
O=C(CCc1ccccc1)NCCc1ccc(F)cc1 | 6 | 6 | 0.7 | -0.7 | -1 | 0.7 | 2.4 | 6 | 0.9 | 2 | 0.1
O=C(Cn1cnc2ccccc2c1=O)N(Cc1ccco1)c1ccc(O)cc1 | 0 | 1 | 0.5 | -0.9 | -1 | -0.7 | 0.7 | -9 | -1.3 | 2 | 0.0
Cc1ccccc1-n1ncc2c1CC(C)(C)CC2NC(=O)C1CCC1 (centres undefined) | -2 | 0 | -0.1 | -1.4 | -1 | 0.8 | 0.0 | 0 | -1.8 | -1 | 0.5
O=C(NC1CCCc2ccccc21)c1ccccn1 (centres undefined) | 2 | -2 | -0.6 | -1.1 | -1 | -0.7 | 1.8 | -1 | -0.9 | 6 | 0.0
CCn1cc(Cl)c(C(=O)Nc2ccccc2C(N)=O)n1 | 0 | 2 | 9.1 | -1.3 | -2 | -1.1 | 2.1 | 1 | -0.3 | 2 | 0.1
CCOC(=O)[C@@H]1[C@H]2COc3ccc(Br)cc3[C@@H]2N2C(=O)N(c3ccc(Cl)cc3)C(=O)[C@@]12C | -10 | -7 | 0.6 | -1.8 | 0 | 1.3 | 1.7 | 0 | 0.0 | -7 | 0.3
Cc1c(Cc2ccccc2)c(NCCN(C)C)n2c(nc3ccccc32)c1C#N | 8 | -56 | 2.3 | -1.3 | -1 | 4.1 | 1.0 | 1 | 1.2 | -1 | -0.2
COc1cc(NC(=S)N2CCCC(CO)C2)c(OC)cc1Cl (centres undefined) | -1 | 5 | -0.4 | -0.8 | 1 | 3.8 | 0.6 | 4 | 3.1 | -1 | 0.9
CC1CCCC(NC(=O)NC(=O)CCl)C1C (centres undefined) | 10 | -11 | -0.6 | -1.7 | 1 | -1.7 | -9.0 | 6 | -0.7 | 3 | -1.3
CCS(=O)(=O)N1CCN=C1SCc1cccnc1 | -2 | -4 | -1.6 | -0.7 | -3 | 0.0 | 2.9 | 1 | -0.8 | 6 | 0.2
CC(C)C(N)c1csc(Nc2nncc3ccccc23)n1 (centres undefined) | -6 | -29 | 14* | -0.9 | 0 | · | 1.8 | 20* | 2.4 | -5 | 2.5
C[C@@H](c1ccccc1)N1C[C@H](COCc2ccccc2)Oc2cc(N3CC[C@H](O)C3)ccc2S1(=O)=O | -1 | 21* | -1.9 | -0.1 | -5 | · | · | -15 | -2.0 | 2 | -1.6

Reprinted from the entries so far (2 entries):
SMILES | NPR1 activator | ADAM10 inh | hgDAF12 agonist | ssDAF12 agonist | SMARCA2 act | DAX1 inh-1 | FXN GAA850 act | sPLA2-III inh | hcDAF-12 act | GC-B act | DAX1 inh-2
CCS(=O)(=O)N1CCN=C1SCc1cccnc1 | -2 | -4 | -1.6 | -0.7 | -3 | 0.0 | 2.9 | 1 | -0.8 | 6 | 0.2
CC(C)C(N)c1csc(Nc2nncc3ccccc23)n1 (centres undefined) | -6 | -29 | 14* | -0.9 | 0 | · | 1.8 | 20* | 2.4 | -5 | 2.5

Going on with the list.
SMILES | NPR1 activator | ADAM10 inh | hgDAF12 agonist | ssDAF12 agonist | SMARCA2 act | DAX1 inh-1 | FXN GAA850 act | sPLA2-III inh | hcDAF-12 act | GC-B act | DAX1 inh-2
COc1ccccc1-c1nnc(NC(=O)C(C)C)s1 | 1 | -24 | 3.4 | 0.0 | 2 | 0.4 | 4.7 | -8 | 5.6 | -3 | 0.1
CCC(C)N(C(=O)CN1C(=O)C2CCCCN2C(=O)c2ccccc21)C(C)CC (centres undefined) | -1 | -9 | -1.3 | -0.7 | -5 | · | · | -2 | -1.6 | 2 | -0.7
COc1ccccc1[C@H]1C(c2ccc(F)cc2)=NN(c2ccccc2)[C@@H]1CO | 5 | i | -0.1 | -1.4 | -5 | 0.3 | -1.1 | 1 | 0.1 | -3 | 0.7
CCOC(=O)c1cc(-c2ccc(OC)cc2)nn1-c1ccc(C(=O)O)cc1 | -1 | -6 | -1.4 | -1.5 | 5 | 0.3 | 2.8 | -2 | -1.1 | -1 | -0.8
COc1ccc(/C=N/NC(=O)c2ccccc2)cc1OS(=O)(=O)c1ccccc1 | -4 | 7 | 5.5 | -1.5 | 1 | 0.1 | -0.1 | -13 | -1.2 | -8 | 0.2
CSc1ncc(Cl)c(C(=O)Nc2cccc(Cl)c2)n1 | -1 | 1 | 1.3 | -0.4 | -2 | -0.7 | 0.3 | -5 | 2.3 | -4 | -0.3
Cc1oc(C)c(S(=O)(=O)NCc2cccs2)c1C(=O)O | -2 | 1 | 1.1 | -0.8 | -3 | 2.1 | 0.7 | -4 | 0.5 | 4 | -0.2
Cc1cccc(-c2nc(Nc3ccc(O)cc3)c3ccccc3n2)c1 | 7 | 9 | -1.6 | -0.8 | 0 | -1.7 | 2.2 | -26 | 0.2 | -3 | -0.8
O=[N+]([O-])c1cc([N+](=O)[O-])c(Oc2cncc(Cl)c2)cc1NN1CCCCC1 | -1 | 2 | 0.1 | -1.3 | 0 | 0.8 | 0.3 | -2 | -1.6 | -11 | -0.2
Cc1ccc(S(=O)(=O)NCCSCc2ccco2)cc1 | 0 | 3 | 3.2 | -1.7 | -1 | 2.9 | 1.3 | -9 | -1.1 | 0 | -0.3
Cc1cc(Cl)c(S(=O)(=O)N2CCN(c3ccccn3)CC2)cc1OCC(N)=O | -9 | -4 | 0.7 | -0.5 | -3 | 1.1 | -0.1 | 3 | 0.1 | -1 | -0.1
COc1ccc(N(C(C)C(=O)N/N=C/c2ccc(OC)c(OC)c2)S(C)(=O)=O)cc1 (centres undefined) | 5 | -3 | -0.7 | -1.0 | 1 | 0.7 | 2.2 | -2 | 0.0 | 4 | 0.0
Cc1ccc(C(C(=O)NC(C)(C)C)N(CC2CCCO2)C(=O)Cn2nnc(-c3ccc(C)o3)n2)cc1 (centres undefined) | -1 | 13 | -1.5 | -1.7 | 0 | -0.1 | 2.7 | -7 | -0.7 | 1 | -1.0
CC(=O)NC(NC(=S)Nc1ccc(N=Nc2ccccc2)cc1)C(Cl)(Cl)Cl (centres undefined) | -2 | 5 | -4.5 | -1.5 | -4 | -1.2 | 0.7 | -19 | -2.0 | -4 | -0.7
NS(=O)(=O)c1cccc(NC(=O)CSc2ccccn2)c1 | 0 | -3 | 3.4 | -0.3 | 5 | 0.9 | 1.0 | -7 | 0.1 | -6 | 0.5
Cc1ccc(NC(=O)CCNC(=O)Cn2cnc3ccccc3c2=O)cc1F | -1 | -2 | 1.1 | -0.8 | 2 | 1.9 | 0.1 | 2 | -0.6 | 0 | 0.6
FC(F)(F)Oc1ccc(NC(=S)Nc2ccc(OC(F)(F)F)cc2)cc1 | 10 | 4 | 0.0 | -1.5 | -2 | 1.3 | -0.6 | -3 | -0.5 | 8 | 0.5
COC(=O)[C@]12CCCCC=C1N(Cc1ccc3c(c1)OCO3)C(=O)[C@H](CC(=O)N1CCN(C(=O)C3CC3)CC1)C2 | 2 | 2 | -1.7 | -1.2 | -4 | · | · | 0 | -0.1 | 3 | 0.7
CNS(=O)(=O)c1ccc(NC(=O)c2ccccn2)cc1 | 1 | -5 | 14* | -0.5 | 3 | 1.1 | 4.9 | 1 | 3.0 | 1 | 1.4
O=C(COc1ccc(C(=O)c2ccccc2)cc1)NCC1CCCCC1 | 4 | -1 | 0.5 | -1.5 | -3 | -1.1 | 1.3 | -6 | -1.6 | -5 | -0.6

Outcome played no part in choosing rows; 6.6% or so of the library scored in one or more.
